Screening data: PubChem, ICCB-Longwood Screening Facility, Harvard Medical School
Polio RdRp inh = poliovirus RdRp elongation inhibitors, primary screen, biochemical, fluorescence polarization, total intensity. Genome polyprotein (Poliovirus type 1 (strain Mahoney)), P03300. poliovirus polymerase elongation; active compounds read low. % elongation, % (compound at 16.7 µg/mL). 0.66% of 150,000 active. AID 588519, 2011; in the data active = % elongation below about 90%; also: some results filed as inactive read as strong as hits
Target sequence (P03300 1749-2209 limits assumed): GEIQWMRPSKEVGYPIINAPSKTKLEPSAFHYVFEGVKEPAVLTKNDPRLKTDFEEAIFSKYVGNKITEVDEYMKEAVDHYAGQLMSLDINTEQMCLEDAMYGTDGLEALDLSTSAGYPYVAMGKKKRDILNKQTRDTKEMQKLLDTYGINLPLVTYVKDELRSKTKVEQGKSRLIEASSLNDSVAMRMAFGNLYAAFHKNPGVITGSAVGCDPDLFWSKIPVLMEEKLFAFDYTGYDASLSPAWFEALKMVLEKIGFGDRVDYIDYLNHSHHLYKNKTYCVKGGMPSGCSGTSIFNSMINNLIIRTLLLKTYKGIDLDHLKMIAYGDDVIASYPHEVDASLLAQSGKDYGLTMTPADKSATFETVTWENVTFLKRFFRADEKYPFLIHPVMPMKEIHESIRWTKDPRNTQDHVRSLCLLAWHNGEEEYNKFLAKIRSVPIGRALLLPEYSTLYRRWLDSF
Polio RdRp inh FP z-score = recorded beside Polio RdRp inh, whose call it bears; z-score; measured here: FP z-score; hits read low
Starred values were filed as active, the others as inactive.

SMILES	Polio RdRp inh	Polio RdRp inh FP z-score
CN1CCCC(n2nc(Cc3ccc(Cl)cc3)c3ccccc3c2=O)CC1 (centres undefined)	98	-0.1
COc1ccc(C)cc1N=Cc1ccc(C)s1	102	0.2
CC12CN(C(=O)c3ccccc3)C3(C#N)CC1CCC23C (centres undefined)	100	-0.1
Cc1coc2c(C)c3oc(=O)c(CC(=O)NCc4ccccc4)c(C)c3cc12	106	-0.5
CCNCc1cccs1	103	0.2
CCOc1ccc(N2C(=O)CS(=O)(=O)C23C(=O)N(Cc2cccc(Cl)c2)c2ccccc23)cc1 (centres undefined)	105	-0.1
CCN1/C(=C/c2ccc3ccccc3[n+]2CC)Sc2cc(NC(C)=O)ccc21	106	0.9
CN(C)Cc1ncccc1O	101	0
CCC(C)Oc1ccc(/C=C2/NC(=O)NC2=O)cc1Br (centres undefined)	103	0.3
NC(Cc1ccc(OC(F)(F)C(F)(F)F)cc1)C(=O)O (centres undefined)	102	0
NC(=O)C1CCCN(C(=O)Nc2ccc(F)cc2)C1 (centres undefined)	106	2.1
Cc1ccc(-c2cc(C(=O)N(C)C3CCCCC3)[nH]n2)cc1C	102	0
CCC1Oc2ccc(C)cc2N(CC(=O)NC2CCCCCCC2)C1=O (centres undefined)	100	-0.1
O=S(=O)(NCCc1ccc(Cl)cc1)c1ccc(F)c(F)c1	101	-0.1
Cc1ccc(C(=O)SC2=NCCS2)cc1	99	-1
CCOc1ccc(-c2cc(C(=O)N3CCc4ccccc4C3)c3ccccc3n2)cc1	105	0.9
CCN=C1S/C(=C2\C(=O)N(C(C)=O)c3ccccc32)C(=O)N1CC	99	-0.6
CCc1ccccc1NC(=O)c1nnn(Cc2ccc(Cl)cc2)c1N	107	0.6
COC(=O)c1ccccc1C(=O)N1CCOCCOCCOCC1	103	0.5
Cc1onc(-c2ccccc2Cl)c1C(=O)OCC(F)(F)F	103	-0.1
COc1ccccc1NC(=O)Cn1nc(C(F)(F)F)n(N)c1=S	93	-1.8
Cc1ccc(OCC(=O)Nc2ccc3nc(SCC(=O)N4CCc5ccccc54)sc3c2)cc1	107	0.1
O=C(Nc1ccccc1)N1CCCC1c1cccs1 (centres undefined)	103	-0.1
Cc1cc(NCc2ccccc2)nc(-c2ccccc2O)n1	102	0.3
O=S(=O)(c1ccc(F)cc1)N1CCCCC1	103	0.4
CSc1nc2ccc(NC(=O)CCc3ccco3)cc2s1	102	0.1
COCCNC(=O)Cc1nc2ccccc2n1CC(=O)NCc1ccc(Cl)cc1	101	0
Cn1nc(C(=O)OCc2cc(Cl)c3c(c2)OCO3)c2ccccc2c1=O	101	0
COc1ccc(N=Cc2c(O)[nH]c3ccccc23)cc1	101	0.3
Nc1ncnc2c1ncn2CCNCCc1ccccc1	98	-0.9
Nc1ncnc2c1ncn2[C@@H]1O[C@H](COP(=O)(O)O)[C@@H](O)[C@H]1O	100	0
CC(Sc1nnc(-c2ccccc2)o1)C(=O)N(C)c1ccccc1 (centres undefined)	103	0
c1ccc(CSc2nc3ncccc3o2)cc1	100	-0.8
CN1C(=O)C(CC(=O)NCC2CCCCC2)SC1=Nc1ccccc1 (centres undefined)	103	0.3
Cc1ccc(NC(=S)N(CCc2ccccc2)Cc2ccccc2)cc1	104	0.5
COc1ccc(NC(=O)C(NS(=O)(=O)c2ccc3c(c2)CCCC(=O)N3)C(C)C)c(OC)c1 (centres undefined)	98	-1.9
CCOC(=O)CSC1=Nc2ccccc2C2=NC(CC(=O)NCc3ccc(OC)cc3)C(=O)N12 (centres undefined)	99	-0.8
Cc1ccc(-n2nc(C)c3nc(CCC(=O)Nc4cccc(C)c4C)c(=O)n(C)c32)cc1	107	0.2
COc1ccc2c(ccc(/C=C3\Sc4ccccc4N3C)[n+]2C)c1	103	0.2
N#Cc1ccc(/C=N/n2cnnc2)cc1	99	-0.2

Ordered by molar mass (lowest first): 3 of the compounds above
SMILES	Polio RdRp inh	Polio RdRp inh FP z-score
O=C(Nc1ccccc1)N1CCCC1c1cccs1 (centres undefined)	103	-0.1
COCCNC(=O)Cc1nc2ccccc2n1CC(=O)NCc1ccc(Cl)cc1	101	0
COc1ccc(NC(=O)C(NS(=O)(=O)c2ccc3c(c2)CCCC(=O)N3)C(C)C)c(OC)c1 (centres undefined)	98	-1.9

Fetched by compound from the entries so far:
SMILES	Polio RdRp inh	Polio RdRp inh FP z-score
O=S(=O)(NCCc1ccc(Cl)cc1)c1ccc(F)c(F)c1	101	-0.1
Cc1ccc(-c2cc(C(=O)N(C)C3CCCCC3)[nH]n2)cc1C	102	0
COc1ccc(NC(=O)C(NS(=O)(=O)c2ccc3c(c2)CCCC(=O)N3)C(C)C)c(OC)c1 (centres undefined)	98	-1.9

(listing goes on)
SMILES	Polio RdRp inh	Polio RdRp inh FP z-score
CCOC(=O)c1c(SCC(=O)Nc2nc3ccc(C)cc3s2)nc(=O)[nH]c1C	105	-0.2
O=C(CCCN1C(=O)c2ccccc2C1=O)Nc1ccccc1	103	-0.1
Cc1ccc(C)c(OCCC(=O)N=c2sccn2C)c1	102	0
CCNC12CC3CC(CC(C3)C1)C2	103	0.3
CCNc1nc(NC(C)C)nc(OCCNC(=O)COc2ccc(Cl)cc2C)n1	104	0.7
NC(=O)COc1ccc(/C=N/NS(=O)(=O)c2ccccc2)cc1	99	0
CC1CCN(C(=O)CSc2nnc(-c3ccccc3)o2)CC1	106	0.2
CC(SC1=NCCS1)C(=O)Nc1nnc(-c2ccc(Cl)cc2)s1 (centres undefined)	100	0
COc1ccc(N(C(=O)c2ccccc2C)S(=O)(=O)c2ccc3c(c2)n(C)c(=O)n3C)cc1	105	0.1
COc1ccc(Br)cc1/C=C1\C(=O)NC(=O)N(CCC2=CCCCC2)C1=O	99	-0.4
CCCc1nn2c(=O)cc(COC(=O)c3cccc(NC(=O)COc4ccc(F)cc4)c3)nc2s1	105	-0.2
COc1ccc(C2CC3(OCCO3)C3(CCCCC3)O2)cc1 (centres undefined)	104	0.2
O=C(CSc1nc(-c2ccccc2)c(-c2ccccc2)[nH]1)NCc1ccco1	101	0.5
CCOc1ccc(-c2cc(C(=O)NCCCOC)c3c(-c4ccc(CC)cc4)[nH]nc3n2)cc1	109	0.2
O=C(c1ccccc1)c1sc(Nc2ccc3c(c2)OCCO3)nc1-c1ccccc1	106	0.3
COc1ccc(-n2nc3ccc(NC(=O)c4cccc(OCCC(C)C)c4)cc3n2)cc1	107	0.6
S=c1sc2ccccc2n1CN1CCCCC1	103	0.3
Cn1c2ccc(Br)cc2c2nnc(SCC(=O)N=C3NC(=O)CS3)nc21	103	0.6
Cc1ccc(C(c2c(O)ccc3ccccc23)N2CCOCC2)o1 (centres undefined)	111	0.9
CCn1c(=O)cc(OCC(=O)N2CCN(c3ccccc3)CC2)c2ccccc21	100	-0.3

4 entries from above, with two lines to a compound.
Sequence of screens: Polio RdRp inh, Polio RdRp inh FP z-score
O=C(c1ccccc1)c1sc(Nc2ccc3c(c2)OCCO3)nc1-c1ccccc1
  106, 0.3
COc1ccc(-n2nc3ccc(NC(=O)c4cccc(OCCC(C)C)c4)cc3n2)cc1
  107, 0.6
S=c1sc2ccccc2n1CN1CCCCC1
  103, 0.3
Cn1c2ccc(Br)cc2c2nnc(SCC(=O)N=C3NC(=O)CS3)nc21
  103, 0.6

Next part:
SMILES	Polio RdRp inh	Polio RdRp inh FP z-score
Oc1cccc(C=NCc2ccccc2)c1	98	-0.1
Cc1cccc(NC(=O)N2CCC(CN3CCOCC3)CC2)c1C	115	0.8
COc1ccc(-c2nc3cccc(C)n3c2NC(C)(C)C)cc1O	103	0.4
CC(O)c1nc2ccc(Oc3ccc4nc(C(C)O)[nH]c4c3)cc2[nH]1 (centres undefined)	103	0.6
N#Cc1c(-c2ccco2)c2c([nH]c1=S)CCC2	162	5.9
CC(=O)N1CCc2cc(S(=O)(=O)N3CCCCC3C)ccc21 (centres undefined)	100	-0.7
CCOc1ccc(CC(=O)NN2CCOCC2)cc1OCC	101	0
CCOc1ccc(CN2CCN(C(=O)c3ccco3)CC2)cc1	99	-0.6
Cc1ccc(CN2C(=O)CSc3ccc(NC(=O)Nc4cccc5ccccc45)cc32)cc1	102	-0.2
C(#CC1(N2CCOCC2)CCCCC1)c1ccccc1	101	0.4
Cc1cc(C)n2nc(CNC(=O)c3c(F)cccc3F)nc2n1	104	-0.4
Cc1nn(C2CCS(=O)(=O)C2)c2nc(C3CC3)cc(C(=O)O)c12 (centres undefined)	102	-0.1
COCCn1cnnc1SCC(=O)c1ccc(S(=O)(=O)N2CCCC2)cc1	103	0
O=C(NCC(c1cccnc1)N1CCc2ccccc21)c1ccccc1Br (centres undefined)	110	0.3
CCOC(=O)c1sc2nc3c(cc2c1N)CN(C)CC3	100	0.1
O=C(NC1CC1)C1Cc2ccccc2CN1S(=O)(=O)c1ccc(F)cc1 (centres undefined)	102	0.2
CCn1c(CC2C(=O)Nc3ccccc32)nc2ccccc2c1=O (centres undefined)	108	-0.2
CC(NC(=O)CN1CCc2ccccc2C1)c1ccccc1 (centres undefined)	102	0
CCOC(=O)C(C#N)c1c(F)c(F)c(Br)c(F)c1F (centres undefined)	103	0.5
CC(C)(C)c1ccc(S(=O)(=O)N2CCC(Oc3ccc(-n4cnnn4)cc3)CC2)cc1	111	1
O=C(CC(c1ccccc1)c1ccccc1)NC1CCCC1	104	0.1
CC(C)CCn1c(=O)c2ccccc2n2c(CCC(=O)N3CCC(C(N)=O)CC3)nnc12	103	0.5
CCOc1ccc(CCCN)cc1OCC	102	-0.1
CCC(Sc1ncccc1C(=O)O)C(=O)N1CCCC1 (centres undefined)	99	-1
O=C1CC(c2nnc(Cc3ccc(F)cc3)o2)CN1c1ccccc1 (centres undefined)	106	0.2
N#CC1(NC(=O)CSc2nnnn2-c2ccc(OC(F)(F)F)cc2)CCCC1	103	0.1
CCn1c(C)[n+](CC)c2ccc(S(=O)(=O)NC)cc21	103	0.4
Cc1c(C(=O)NCc2ccccc2)oc2ccc(S(=O)(=O)N3CCC(C)CC3)cc12	110	1.4
CC(C(=O)NN)n1nnc(-c2cc(C(F)(F)F)cc(C(F)(F)F)c2)n1 (centres undefined)	102	0.2
Cc1ccc(Cn2cc(CCC(=O)NCc3ccc(OC(C)C)cc3)c3ccccc32)cc1	116	1.9
CCn1c(CNC(=O)CSc2nnc(C)n2-c2ccc(C)cc2)cc2ccccc21	100	-0.4
O=C(NCC(c1ccc[nH]1)C(F)(F)F)Nc1ccccc1 (centres undefined)	104	0.1
Cn1cnnc1SCC(=O)c1ccccc1	104	0.5
COc1ccc(C(=O)OCC(=O)Nc2sc3c(c2C#N)CCC3)cc1OC	120	1.9
CNC(=O)COC(=O)c1c2c(nc3ccccc13)CCCC2	101	-0.2
CSc1ccc(S(=O)(=O)NC2CC2)cc1	100	-0.6
O=C(CSc1nnc(CNC(=O)c2cccc(F)c2)n1-c1ccccc1)Nc1ccccc1F	104	-0.8
CCOc1ccc(-n2c(=O)c3c(C)c(C)sc3n(CC(=O)NCCc3ccccc3)c2=O)cc1	108	0.5
N#C/C(C(=S)Nc1ccccc1)=C1/NN=C(N2CCOCC2)N1c1ccccc1	104	0.1
O=c1[nH]c2ccc(NS(=O)(=O)c3ccc(Br)cc3)cc2[nH]1	103	0.4

4 of these compounds, set out differently:
> Cc1ccc(Cn2cc(CCC(=O)NCc3ccc(OC(C)C)cc3)c3ccccc32)cc1
  Polio RdRp inh = 116
  Polio RdRp inh FP z-score = 1.9

> N#C/C(C(=S)Nc1ccccc1)=C1/NN=C(N2CCOCC2)N1c1ccccc1
  Polio RdRp inh = 104
  Polio RdRp inh FP z-score = 0.1

> CCn1c(CNC(=O)CSc2nnc(C)n2-c2ccc(C)cc2)cc2ccccc21
  Polio RdRp inh = 100
  Polio RdRp inh FP z-score = -0.4

> CCOc1ccc(CCCN)cc1OCC
  Polio RdRp inh = 102
  Polio RdRp inh FP z-score = -0.1

The list goes on.
SMILES	Polio RdRp inh	Polio RdRp inh FP z-score
CCCn1c(C)cc(/C=C(\C#N)C(=O)N(C)Cc2ccc(Cl)c(Cl)c2)c1C	106	0.4
O=C(Nc1ccc(S(=O)(=O)N2CCCCC2)cc1)c1ccc(F)cc1	101	-0.1
COc1ccc(OCC(=O)NCCS(=O)(=O)N2CCN(c3cccc(Cl)c3)CC2)cc1	110	0.8
c1ccc(OCCn2c(COc3ccccc3)nc3ccccc32)cc1	106	0.2
CCc1cc(C(=O)Nc2c(C)nn(Cc3ccc(C)cc3)c2C)no1	106	0.5
CSc1cccc(NC(=O)Nc2ccccc2OCc2cc(=O)n3cc(C)ccc3n2)c1	107	0.2
COC(=O)C1=C(c2ccccc2)c2ccccc2S(=O)(=O)N1CC(=O)Nc1cccc(C(C)=O)c1	101	-1.3
Cc1ccc(CCNC(=O)CCc2cn(Cc3ccccc3C)c3ccccc23)cc1	108	0.2
Cc1ccc(-n2cc[nH]c(=O)c2=O)cc1	103	0.3
COc1ccc(CCn2c(SCC#N)nc3ccccc3c2=O)cc1OC	100	-0.4
COC(=O)c1ccc(NC(=O)CN(c2cccc(C(F)(F)F)c2)S(C)(=O)=O)cc1	107	0.5
Cc1ccc2c(c1)N(CC(=O)NC1CCCCC1C)C(=O)CO2 (centres undefined)	103	0.8
COc1ccc(C2C3CCC=C3C(C#N)=C(N)C2(C#N)C#N)cc1 (centres undefined)	100	-0.3
C=CCn1c(C)cc(C(=O)CSc2nnc(-c3ccccc3)n2CC)c1C	106	0.4
O=C1/C(=C\c2ccc(Br)o2)CC/C1=C/c1ccc(Br)o1	43*	-7.8*
Cc1ccc(C(=O)c2cnc3cc4c(cc3c2N2CCN(C)CC2)OCO4)cc1C	104	0.7
CN(C)S(=O)(=O)N(CC(=O)Nc1ccc(Br)cc1F)c1ccccc1	102	-0.2
O=C(Nc1cccc(Br)c1)C1CCC1	103	-0.2
Cc1ccccc1OCC(=O)Nc1ccc(-c2nc3cc(Cl)cc(Cl)c3o2)cc1	99	-0.8
N#Cc1cc2c(nc1SCC(=O)Nc1ccc(C(F)(F)F)cc1)C1CCN2CC1	105	0.3
CCOc1cc(C2c3c(oc4ccccc4c3=O)C(=O)N2c2ccccn2)ccc1O (centres undefined)	104	0

These rows are one share of the data; the hit share may differ from the screen's.
